Compound activity deposited in PubChem by Broad Institute.
ERAP1 inh = ERAP1 (human) enzyme inhibition | hit rate 0.15% among 340,000 | AID 652197 | recombinant ERAP1, Leu-AMC fluorescence, 60 min | inhibition, % at 10.7 µM;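 active = mean replicate inhibition of at least 30%, or all replicates individually reaching that 30% level; inactive = mean below 30% and not every replicate reaching it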;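 also: 0% = neutral control wells and 100% = L-leucinethiol positive control wells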
Target sequence (Q9NZ08 whole entry, looked up): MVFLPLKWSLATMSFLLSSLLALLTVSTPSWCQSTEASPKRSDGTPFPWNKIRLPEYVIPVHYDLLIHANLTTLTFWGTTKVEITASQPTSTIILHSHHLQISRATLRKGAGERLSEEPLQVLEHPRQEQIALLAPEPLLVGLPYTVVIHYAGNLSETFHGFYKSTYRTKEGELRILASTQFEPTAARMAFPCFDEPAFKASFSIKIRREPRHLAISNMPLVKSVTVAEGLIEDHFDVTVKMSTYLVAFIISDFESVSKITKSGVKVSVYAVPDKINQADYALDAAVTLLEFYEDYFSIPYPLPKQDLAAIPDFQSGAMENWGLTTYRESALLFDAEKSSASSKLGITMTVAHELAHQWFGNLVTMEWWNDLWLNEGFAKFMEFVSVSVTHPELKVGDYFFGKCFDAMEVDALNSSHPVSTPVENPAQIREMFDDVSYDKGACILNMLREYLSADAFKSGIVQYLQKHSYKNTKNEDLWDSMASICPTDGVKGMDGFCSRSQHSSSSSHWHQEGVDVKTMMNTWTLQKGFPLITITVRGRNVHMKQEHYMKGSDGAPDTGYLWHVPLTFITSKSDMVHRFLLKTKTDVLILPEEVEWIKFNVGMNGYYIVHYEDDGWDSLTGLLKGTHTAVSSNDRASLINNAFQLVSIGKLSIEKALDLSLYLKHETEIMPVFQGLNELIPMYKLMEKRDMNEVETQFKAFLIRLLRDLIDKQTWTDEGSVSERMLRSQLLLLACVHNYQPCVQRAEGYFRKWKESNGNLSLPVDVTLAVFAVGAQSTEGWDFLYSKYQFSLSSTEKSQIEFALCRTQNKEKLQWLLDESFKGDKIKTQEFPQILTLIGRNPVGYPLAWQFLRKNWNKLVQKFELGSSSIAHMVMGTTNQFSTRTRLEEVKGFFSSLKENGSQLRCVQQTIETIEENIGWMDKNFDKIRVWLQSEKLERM
CFTR F508del cor = correctors of CFTR F508del function in bronchial epithelial cells | CFBE cells, YFP halide quenching; stimulated with forskolin plus potentiator P3; % fluorescence drop versus neutral controls | activity (quench increase), % at 7.58 µM | hit rate 0.36% among 350,000 | AID 720511;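 active = mean added fluorescence quench of at least 8% versus neutral control, with both replicates also reaching 8%; inconclusive = only one of the mean or replicate conditions met; inactive = mean below 8% and not both replicates reaching 8%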;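 also: cells transiently co-express mutant CFTR-F508del with the halide-sensitive YFP; corrector assay measuring rescue of mutant channel to the surface after 24 h compound exposure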
miR122 inh = miR-122 inhibition in Huh7 cells | activation (reporter increase), % at 12.5 µM | Huh7 miR-122 Renilla luciferase sensor, 48 h; neutral wells = 0, positive control = 100 | hit rate 0.3% among 340,000 | AID 602342;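 active = mean replicate activation score at least 90 and every replicate individually at or above 90; inconclusive = only one of the two criteria met; inactive = neither criterion met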;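 also: higher luciferase means less miR-122 activity so hits act as miR-122 inhibitors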
DENV2 CPE rescue = protects cells from dengue virus 2 cytopathic effect | CPE inhibition, % at 9.99 µM | DENV2-infected cells, cytopathic effect rescue, plate reader | hit rate 1.7% among 350,000; in the data active = CPE inhibition above about 20%, passing the limit was not always enough; inconclusive = no clear call, values can overlap the other calls; tested in BHK-21 cells;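 also: 0% = median of neutral control wells and 100% = median of positive control wells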
SIRT5 block = sirtuin-5 (human) deacylase inhibition. hit rate 1.1% among 330,000. Q9NXA8. AID 652115. Purified SirT5, succinyl-peptide AMC, trypsin-coupled fluorescence. inhibition, % at 15 µM; in the data active = inhibition above about 15%; inconclusive = no clear call, values can overlap the other calls
CASP6 VEID inh = blocks human caspase-6 cleavage activity | P55212 | purified caspase-6, Z-VEID-R110 cleavage fluorescence | inhibition, % at 12.5 µM | hit rate 0.53% among 350,000 | AID 686996;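 active = mean inhibition across replicates at least about 35%, with every replicate also reaching that limit, limit read from the data; inconclusive = only one of the two criteria met; inactive = neither criterion met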;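 also: 0% = median of neutral control wells and 100% = no fluorescence left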
ERp5 block = ERp5 (human) disulfide isomerase inhibition | Q15084 | ERp5 insulin aggregation, absorbance 650 nm, 90 min | inhibition, % at 9.99 µM | hit rate 0.05% among 350,000;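 active = mean replicate inhibition above about 25%, with every replicate also reaching it, limit read from the data, passing the limit was not always enough; inconclusive = only one of those two criteria met; inactive = neither criterion met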
* = called active by the depositor; ? = inconclusive; nt = no result given; & = joins results of further samples; [ ] = dose if it differs, or a comment.

SMILES | ERAP1 inh | CFTR F508del cor | miR122 inh | DENV2 CPE rescue | SIRT5 block | CASP6 VEID inh | ERp5 block
C[C@H](CO)N1C[C@H](C)[C@H](CN(C)Cc2cncnc2)Oc2ncc(-c3cncnc3)cc2C1=O | -1 | 0.7 | 1[16.7 µM] | 2 | 4 | 1 | -6
C[C@@H]1CN([C@@H](C)CO)C(=O)c2cc(NC(=O)c3ccncc3)ccc2O[C@H]1CN(C)S(C)(=O)=O | -2 | 2.1 | -3[16.7 µM] | -6 | 3 | -2 | 0
C[C@H](CO)N1C[C@H](C)[C@H](CN(C)C(=O)C2CCCCC2)Oc2cc(-c3ccc(F)cc3)ccc2S1(=O)=O | 0 | 1.8 | -4[16.7 µM] | 0 | 10 | 1 | 1
Cc1occc1C(=O)N/N=C/C(Br)=C\c1ccccc1 | -2 | -2.3 | 9 | 7 | 1 | 1 | 2
CCCNC(=O)C[C@H]1C[C@@H]2c3cc(NS(=O)(=O)c4ccc(F)cc4)ccc3O[C@@H]2[C@@H](CO)O1 | -1 | -2.7 | 3[16.7 µM] | 4 | 6 | -4 | 1
COc1ccc(CCNC(=O)C(=O)NCC2OCCN2S(=O)(=O)c2ccc(OC)cc2)cc1 (stereo not drawn) | -2 | -0.6 | -2 | -4 | -1 | 1 | 11
Cc1cccc(N(Cc2ccccc2)C(=O)c2cc(S(=O)(=O)N3CCOCC3)ccc2F)c1 | -8 | 4.4 | 7 | 3 | 1 | -2 | 3
CCc1ccc(S(=O)(=O)NCC2(N3CCOCC3)CCCCC2)cc1 | 0 | -2.5 | 11 | -4 | -1 | 1 | 3
N#CCSc1nnc(-c2c[nH]c3ccccc23)o1 | -4 | -1.4 | -3 | 2 | -2 | 1 | -1
COc1ccc(CCNC(=O)COc2ccc(S(=O)(=O)NC(C)C)cc2Cl)cc1OC | -7 | 0.4 | 24 | -3 | 1 | -2 | -5
O=C1OC(c2ccc(Cl)cc2)=C/C1=C/c1cccnc1 | 29 | -3.4 | -2 | 8 | 0 | 0 | 0
Cc1ccc(CC(=O)Nc2ccc(S(=O)(=O)Nc3ncccn3)cc2)cc1 | -4 | -1.5 | -1 | -4 | 10 | -1 | -1
C=C(C)Cn1c(SCC(=O)N/N=C/c2ccccc2OCC(=O)O)nnc1-c1ccc(Br)cc1 | 1 | 0.0 | -2 | -11 | -1 | 20 | -4
O=C(Nc1ccc(Cl)cc1)Nc1nnc(SCc2ccccc2)s1 | 8 | 1.4 | nt | 8 | -2 | 0 | -2
O=C(COC(=O)COc1ccccc1)NC1CCCC1 | -2 | -6.9 | -1 | -8 | 10 | 1 | 2
COc1ccc(C(=O)CN2C(=O)NC3(CCCCCC3)C2=O)cc1 | -1 | -3.3 | -8 | -2 | -1 | 1 | 2
COc1ccccc1CNC(=O)COC(=O)/C=C/c1cccs1 | -12 | 3.3 | nt | -2 | -1 | 1 | 0
CCOC(=O)C1CCN(CC(=O)Nc2ccc(S(=O)(=O)N3CCC(C)CC3)cc2)CC1 | 3 | 0.3 | nt | 2 | 0 | -1 | 3
CN(C)C(=O)[C@H]1[C@H](CO)[C@H]2Cn3c(ccc(-c4ccccc4F)c3=O)[C@H]2N1C(=O)C1CC1 | nt | -0.4 | 0[16.7 µM] | 0 | 9 | nt | 0
Cc1ccc(NC(=S)NCCCN2CCOCC2)cc1 | 0 | nt | nt | 8 | -4 | -26 | -3
COc1cccc(C#Cc2cnc3c(c2)C(=O)N([C@H](C)CO)C[C@H](C)[C@H](CN(C)C(=O)C2CCC2)O3)c1 | -3 | 3.3 | 70[16.7 µM] | -3 | 4 | 0 | 3
COc1cccc(N=Nc2c(N)[nH][nH]c2=O)c1 | 9 | nt | nt | -1 | 3 | 1 | -4
Cc1ccccc1S(=O)(=O)N1C[C@@H](O)COC[C@H]2O[C@H](CC(=O)N3CCN(C)CC3)CC[C@@H]21 | -1 | 0.0 | 0[16.7 µM] | -4 | 0 | 0 | 0
Cc1cc(NC(=O)c2ccc(S(=O)(=O)N3CCOCC3)cc2)no1 | -7 | 1.2 | nt | -2 | -6 | 2 | 3
COc1cnc(SC(C)C)[nH]c1=O | -1 | -2.4 | -3 | ? | -4 | 2 | 2
CN(C)c1ccc2c(c1)[C@H]1C[C@H](CC(=O)NCCc3ccccc3)O[C@@H](CO)[C@H]1O2 | 1 | 1.3 | -3[16.7 µM] | -4 | 0 | 5 | 0
Cc1ccc(C(=O)N/C(=C\c2ccco2)C(=O)NCCN2CCOCC2)cc1 | -2 | 0.9 | nt | 2 | 3 | 0 | -4
O=C(N/C(=C\c1cccc(Br)c1)C(=O)N1CCOCC1)c1ccco1 | 4 | -0.1 | nt | 2 | 4 | -1 | -3
CC1CC(C)CN(C(=O)Nc2ccccc2F)C1 (stereo not drawn) | -1 | -0.5 | -5 | -2 | -2 | -3 | 2
C#CCNC(=O)C[C@@H]1C[C@@]2(C(=O)OCC)CCC=C2N(Cc2ccco2)C1=O | -1 | 1.4 | nt | -2 | -5 | 6 | 4
Cc1ccc2[nH]c(CSc3ccccc3)cc(=O)c2c1 | 3 | 0.5 | nt | 7 | -6 | -1 | 2
COc1cccc(C#Cc2cnc3c(c2)C(=O)N([C@H](C)CO)C[C@H](C)[C@@H](CN(C)C(C)=O)O3)c1 | 1 | 3.6 | -2[16.7 µM] | 24* | nt | 1 | 6
Cc1ccc(NC(=O)CSc2nnc(NC(=O)c3ccco3)s2)cc1 | 1 | -0.5 | -2 | 0 | -3 | 0 | 1
Cc1ccc(S(=O)(=O)N(C)C[C@H]2Oc3ncc(-c4ccccc4)cc3C(=O)N([C@@H](C)CO)C[C@@H]2C)cc1 | 4&-1&0 | 3.1&-1.2&-2.3 | -1 | 15&5&19 | 0&4&3 | 0&-1 | -2&-6&2
CCOC(=O)c1sc(NC(=O)CN2C(=O)NC3(CCC(C)CC3)C2=O)c(C(=O)OCC)c1C (stereo not drawn) | 3 | -3.3 | nt | 8 | 6 | 1 | -2
Cc1cc(C)c2nc(N3CCC(C(=O)NCCCN4CC(C)CC(C)C4)CC3)sc2c1 (stereo not drawn) | -1 | nt | nt | -7 | -6 | -15 | -1
NC(=O)C1CCN(CC(=O)Nc2nccs2)CC1 | -5 | -2.2 | -2 | 9 | 1 | -4 | 2
CN(C(=O)COC(=O)c1ccc(NS(=O)(=O)c2cccs2)cc1)C1CCCCC1 | 3 | -3.5 | 2 | -3 | 0 | -2 | 2
COCC(=O)NCCc1ccc(S(N)(=O)=O)cc1 | 13 | 1.9 | 1 | -4 | -5 | 0 | 1
COc1ccccc1/C=C/C(=O)NCC(=O)N/N=C/c1cccnc1 | 3 | nt | nt | -4 | -6 | 1 | 1
Cc1ccn2cc(CNS(=O)(=O)c3ccc(Cl)s3)nc2c1 | 6 | 0.0 | 1 | -3 | -11 | -1 | -3
C=CCOc1c2ccc(C(=O)NCCc3ccc(C)cc3)cc2nn1C | 2 | 3.6 | nt | 8 | -3 | 5 | -5
O=C(/C=C\Nc1ccc(S(=O)(=O)Nc2ncccn2)cc1)c1ccccc1 | -1 | -1.7 | 7 | 8 | -1 | -4 | 1
CCC1CCCCN1C(=O)CSc1nnc(-c2cccc(Cl)c2)o1 (stereo not drawn) | -2 | 1.2 | 4 | -6 | nt | 1 | -3
CC(=O)Nc1ccc(S(=O)(=O)Nc2c(NC3CCCCC3)c3ccccc3oc2=O)cc1 | -1 | -0.3 | 5 | 9 | -3 | 2 | 4
COc1ccc(CC(=O)N(C)Cc2ccc(OC(F)F)cc2)cc1S(=O)(=O)N1CCOCC1 | -3 | 2.0 | -3 | -4 | 0 | -170 | 2
CCNC(=S)NNc1nc(N2CCOCC2)nc(N2CCOCC2)n1 | -2 | -1.4 | nt | 5 | 7 | nt | 12
CCOC(=O)CN(C(=O)COc1nc(-c2ccccc2)cc(C)c1C#N)c1ccc(F)cc1 | -1 | 2.8 | nt | 1 | -6 | -5 | nt
O=C(C1CCOCC1)N1CC(=O)N2[C@H](CO)[C@H](c3ccc(-c4cccnc4)cc3)[C@H]2C1 | nt | 1.3 | nt | -11 | -5 | nt | -4
COc1cccc(NC(=O)CSc2ccc3nnc(-c4ccncc4)n3n2)c1 | 5 | -1.3 | -1 | 14 | 0 | -2 | 0
Cc1cc(C)cc(N2CC(O)Cn3c2nc2c3c(=O)[nH]c(=O)n2C)c1 (stereo not drawn) | 0 | -0.1 | -6 | -1 | -4 | 0 | 4
O=C(NNC(=O)c1ccc(Cl)cc1Cl)c1cccs1 | -1 | 0.9 | -8 | -1 | -3 | nt | -2
c1ccc(-c2cn3cccnc3n2)cc1 | 1 | -1.4 | nt | nt | -72 | -5 | ?
C[C@@H]1CN([C@H](C)CO)S(=O)(=O)c2ccc(-c3ccccc3)cc2O[C@H]1CN(C)Cc1ccncc1 | 2 | 7.1 | 5[16.7 µM] | -19 | 7 | 0 | -3
CN1N=C(C(=O)N2CCc3c([nH]c4ccccc34)C2c2c(F)cccc2Cl)CCC1=O (stereo not drawn) | 2 | -1.7 | nt | -1 | -5 | -1 | 6
CCCC(=O)NC(=S)Nc1ccc(N2CCOCC2)c(Cl)c1 | -4 | 2.7 | nt | nt | 2 | 0 | 3
S=C(NCc1ccncc1)Nc1ccc(Br)cc1 | -9 | -3.5 | -16 | 11 | -3 | -6 | -13
Cc1ccc(Sc2ncccc2C(=O)NCc2cc([N+](=O)[O-])ccc2O)cc1C | 7 | -2.9 | 1 | 58* | 1 | 2 | -3
Cc1oc2c(C)c3oc(=O)c(CCC(=O)NCCCN4CCOCC4)c(C)c3cc2c1C | -2 | -3.1 | -5 | ? | -3 | 1 | 2
O=C(NCCN1CCN(Cc2ccccc2)CC1)c1ccc(CS(=O)(=O)c2c(Cl)cccc2Cl)o1 | -2 | 1.6 | 0 | 14 | nt | 9 | 5

One compound at a time, from the list above:
Entry for C=CCOc1c2ccc(C(=O)NCCc3ccc(C)cc3)cc2nn1C → ERAP1 inh: 2; CFTR F508del cor: 3.6; miR122 inh: nt; DENV2 CPE rescue: 8; SIRT5 block: -3; CASP6 VEID inh: 5; ERp5 block: -5
Entry for COc1ccc(CC(=O)N(C)Cc2ccc(OC(F)F)cc2)cc1S(=O)(=O)N1CCOCC1 → ERAP1 inh: -3; CFTR F508del cor: 2.0; miR122 inh: -3; DENV2 CPE rescue: -4; SIRT5 block: 0; CASP6 VEID inh: -170; ERp5 block: 2

(listing goes on)
SMILES | ERAP1 inh | CFTR F508del cor | miR122 inh | DENV2 CPE rescue | SIRT5 block | CASP6 VEID inh | ERp5 block
C[C@H]1CN(S(=O)(=O)C(C)(C)C)[C@@H](CCO)/C1=C\c1ccccc1 | 0 | -2.2 | nt | -10 | -3 | -2 | -1
Cc1noc(C)c1NC(=O)N[C@H]1CC[C@@H](CC(=O)NCCCN(C)C)O[C@@H]1CO | -1 | -1.9 | 0[16.7 µM] | 2 | 12 | -1 | -4
CC(C)CC#Cc1ccc([C@H]2[C@@H](CO)N3CCCCN(C(=O)c4ccc5c(c4)OCO5)C[C@H]23)cc1 | -1 | -9.2 | -18[16.7 µM] | -7 | 0 | -2 | -2
Cc1n(N)c2ccccc2[n+]1CC(=O)c1ccccc1 | 5 | 0.4 | 1 | -7 | -2 | -5 | -8
COc1ccc(NC(=O)CC2SC(N3CCCC3)=NC2=O)cc1Cl (stereo not drawn) | 3 | -0.5 | -8 | 13 | -3 | -33 | -12
CN(C)c1ccc(-n2cccc2/C=C2/SC(=Nc3ccc(F)cc3)NC2=O)cc1 | -2 | 0.7 | 7 | nt | 0 | -3 | -5
CC(C)NC(=O)N1CCCCN2[C@@H](CO)[C@@H](c3ccc(C#CC4CC4)cc3)[C@@H]2C1 | 1 | -0.7 | 15[16.7 µM] | 40* | 0 | -3 | 3
COCC1CN(CCc2ccc(F)cc2)S(=O)(=O)c2c(F)cccc2O1 (stereo not drawn) | -3 | 0.8 | nt | -10 | 1 | -3 | 3
COc1ccc(C(=O)N2CC3(CC(c4cccc(NC(=O)COc5ccc(Cl)cc5)c4)=NO3)C[C@@H]2C(N)=O)cc1 (stereo partly drawn) | 5 | -4.5 | -9 | 0 | -4 | 3 | 4
